High-throughput results as filed in PubChem BioAssay.
Tau fibril FP – tau fibrillization inhibition (FP); P10636; Potency, µM (doses to about 57.7 µM), without a hit: at the highest dose activity, negative = inhibition, hits mostly inhibitors; 280,000 tested, 0.39% active; K18 P301L tau heparin fibrillization, Alexa594 FP, 6 h; also: % is scaled to controls: 0 for no effect and ±100 for the full control effect; nearly all actives have a fitted effect of over 55% in size
Target sequence (P10636 561-689 P618L limits assumed): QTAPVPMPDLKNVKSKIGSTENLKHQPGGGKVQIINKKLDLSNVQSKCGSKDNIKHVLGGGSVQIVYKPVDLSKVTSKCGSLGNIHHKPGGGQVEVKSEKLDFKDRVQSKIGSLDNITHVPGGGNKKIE
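FP of Alexa 594-tau after heparin (20 uM) induction. Substrate: human K18 P301L, 15 uM unlabeled, 0.24 uM labeled. Buffer 100 mM sodium acetate pH 7. 6 hr, 37 C.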
GAA glycogen mod – GAA glycogen-cleavage inhibition or activation. recombinant GAA, glycogen substrate, Amplex Red glucose oxidase fluorescence. Potency, µM (highest dose often 76.4 µM), inactives show top-dose activity change, negative = inhibition, usual class: inhibitors. 300,000 tested, 0.38% active. AID 2100;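 also: 0% = full enzyme reaction and -100% = no-enzyme basal signal; the screen sought inhibitors and activators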
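qHTS, 1536-well; enzyme 4 nM final; cpd up to 77 uM; substrate bovine liver glycogen 30 ug; 50 mM citrate/phosphate pH 5.0, 0.01% Tween-20; 37 C, 40 min; Amplex Red detection 45 min RT; Hill fit → AC50.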
Tau fluor cs – counter-screen for tau fibril formation inhibitors; tau K18 P301L Alexa594 fluorescence, heparin fibrillization; Potency, µM (doses to about 57.7 µM), for the others: at the top dose activity change, negative = decrease; AID 1463; 280,000 tested, 0.93% active; also: % is scaled to controls: 0 for no effect and ±100 for the full control effect; nearly all actives have a fitted effect of over 55% in size
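Human tau K18 P301L (15 uM unlabeled, 0.24 uM Alexa 594-labeled) in 100 mM sodium acetate pH 7 with 20 uM heparin, 6 hr at 37 C. ThT 30 uM added, 1 hr ambient; Alexa 594 FP and total fluorescence read at 555/632 nm.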
GLA spleen mod – alpha-galactosidase A (human) modulation; P06280; human spleen homogenate, 4MU-alpha-Gal fluorescence, 40 min; Potency, µM (top dose mostly 80 µM), for the others: at the highest dose activity change, negative = inhibition, usual class: inhibitors; 240,000 tested, 0.008% active; AID 2107;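 also: 0% = enzyme with vehicle and -100% = no enzyme basal signal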
Target sequence (P06280 32-429 limits assumed): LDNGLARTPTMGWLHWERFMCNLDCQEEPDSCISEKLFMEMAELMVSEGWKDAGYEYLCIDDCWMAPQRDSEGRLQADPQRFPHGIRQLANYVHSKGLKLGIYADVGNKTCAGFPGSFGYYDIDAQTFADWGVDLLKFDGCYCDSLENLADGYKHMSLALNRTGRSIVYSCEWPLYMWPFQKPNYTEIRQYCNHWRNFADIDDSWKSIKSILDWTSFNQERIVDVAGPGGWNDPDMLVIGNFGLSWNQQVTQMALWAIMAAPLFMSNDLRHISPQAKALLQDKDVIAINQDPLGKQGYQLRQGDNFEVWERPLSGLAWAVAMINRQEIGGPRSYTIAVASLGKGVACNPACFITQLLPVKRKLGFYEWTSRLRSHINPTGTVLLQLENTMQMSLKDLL
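qHTS titration in buffer at pH 5.0. Alpha-galactosidase activity in spleen homogenate was measured via 4-methylumbelliferone release from 1 mM fluorogenic substrate after 40 min at 37C and a pH 10 stop. AC50 came from Hill fits of control-normalized data.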
Tau ThT inhib – tau fibrillization inhibition (ThT binding). P10636. recombinant tau K18 P301L, heparin-induced fibrillization, ThT fluorescence. Potency, µM (titrated, usually from 57.4 µM), without a hit: top-dose activity, negative = inhibition, usual class: inhibitors. 270,000 tested, 2.1% active; also: % is scaled to controls: 0 for no effect and ±100 for the full control effect; nearly all actives have a fitted effect of over 55% in size
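Fibril formation assay: tau K18 P301L at 15 uM with trace Alexa 594 label, heparin inducer 20 uM, pH 7 sodium acetate buffer, 37 C for 6 hr; endpoint ThT signal.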
GAA inh – blocks human lysosomal alpha-glucosidase; P10253; purified human GAA, 4-MU-alpha-glucoside fluorescence; Potency, µM (series often up to 76.9 µM), without a hit: at the top dose activity change, negative = inhibition, usual class: inhibitors; 200,000 tested, 0.005% active; AID 1466;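 also: plate controls were uninhibited enzyme wells for no effect and no-enzyme background for full effect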
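Enzyme (4 nM final) mixed with compound (up to 77 uM), then 4-MU-alpha-D-pyranoside (400 uM final) added; 20 min at room temperature, pH 5.0. Reaction stopped at pH 10, fluorescence read, AC50 derived by Hill fit.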
GAA spleen mod – lysosomal alpha-glucosidase (human) modulation | P10253 | Potency, µM (doses to about 79.9 µM), for the others: at the top dose activity change, negative = inhibition, actives largely listed as inhibitors | human spleen homogenate, 4-MU-alpha-glucoside fluorescence | 240,000 tested, 0.006% active;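 also: 0% = enzyme with vehicle and -100% = no enzyme basal signal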
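Human spleen homogenate (1 ug) with 4-methylumbelliferyl-alpha-D-glucopyranoside (1 mM final) in 50 mM citrate/phosphate pH 5.0, 0.01% Tween-20; 40 min at 37 C. Stopped at pH 10; 4-MU fluorescence Ex 365/Em 440 nm; AC50 by Hill fit.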
HTT cytoprotect – protects HTT-Q103 PC12 cells, measured by ATP | PC12 HTT-Q103 induced, cytoprotection, ATP luminescence, 40 h | Potency, µM (series often up to 56.4 µM), for the others: cytoprotection (ATP increase), hits mostly activators | 230,000 tested, 0.14% active | AID 1471;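 also: % of control where 0% means no effect; nearly all actives have a fitted effect of over 45% in size; toxic huntingtin expression switched on by the ecdysone agonist tebufenozide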
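Stable PC12 Q103-GFP cells in serum-supplemented, phenol red-free DMEM; induction by tebufenozide at 100 nM final; compound dose series; cell viability quantified luminescently from ATP.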
Starred values were filed as active, the others as inactive; ? = inconclusive; . = no result given; [ ] = dose if it differs, or a comment. Calls follow the shape of the dose curve; as a rule, active = well fitted curve in the direction sought with a large enough effect; inconclusive = small, poorly fitted or top-dose-only effect, or another doubt; inactive = no such curve, though single readings can be large; an effect the other way counts as inactive or inconclusive. Potency is read from the fitted curve at half-maximal effect.

SMILES | Tau fibril FP | GAA glycogen mod | Tau fluor cs | GLA spleen mod | Tau ThT inhib | GAA inh | GAA spleen mod | HTT cytoprotect
O=C(N/N=C/c1ccc(Br)s1)c1ccncc1 | -2% | 8% | -5% | -9% | -6% | -2% | -8% | 10%[10 µM]
CCN1CN(Cc2ccccc2)CNC1=S | 5% | 4% | -2% | -9% | -2% | 3% | -3% | 19%[10 µM]
CCN(CC)c1ccc2cc(C(N)=O)c(=O)oc2c1 | -4% | -13% | -3% | -6% | ? | -3% | -12% | -2%[10 µM]
COc1ccc(C(=O)NCc2ccccc2OC)cc1 | 7% | 2% | 1% | 1% | -7% | -2% | 5% | -4%[10 µM]
Cc1c(C(=O)NC(C)c2ccccc2)sc2nc3n(c(=O)c12)CCCC3 (configuration not stated) | 4% | -16%[76.3 µM] | -14% | . | ? | . | . | .
CN(C)c1ccc(NC(=O)CSc2nc(N)c(C(=O)Nc3ccc(N(C)C)cc3)s2)cc1 | 13% | ? | 13µM*[quencher] | 5% | 2.5µM* | -3% | 9% | -75%[inhibitor]
COC(=O)C1=C(C)C(c2ccc(OC)cc2)NC(=S)N1 (configuration not stated) | -7% | -17% | -7% | -6% | -6% | 2% | -2% | 14%
C=CCn1c(SC(C)C(=O)NC2(C#N)CCCCC2)nnc1-c1ccc(OC)cc1 (configuration not stated) | 1% | 2% | 2% | -6% | -2% | ? | -5% | -26%
Cc1ccc2nc(SCc3nc4ccccc4c(=O)[nH]3)[nH]c2c1 | 1% | -4% | -9% | 1% | -5% | 6% | -7% | .
N#C/C(=C\c1ccc(Br)s1)C(=O)N1CCN(c2ccccc2)CC1 | 6% | 7% | -2% | -7% | -4% | -1% | -1% | .
Cc1ccc(C)c(-n2c(SCC(=O)Nc3nonc3C)nnc2-c2ccoc2C)c1 | 4% | 1% | -17% | 4% | -9% | -6% | 4% | 2%[10 µM]
CC(C)n1c(O)c(/C=C2\C=Nc3ccccc32)sc1=Nc1ccccc1 | -6% | 4% | ? | 2% | -6% | -6% | 6% | 0%
CCCCNC(=O)COC(=O)c1ccc(C)c(NC(=O)c2ccco2)c1 | -8% | 3% | -4% | 2% | -7% | 9% | 5% | -28%
COCc1[nH][nH]c(=O)c1C=Nc1ccc(C(F)(F)F)cc1 | 2% | 3% | 5% | -5% | 1% | -1% | . | -34%
O=C(CCc1nc2ccccc2c(=O)[nH]1)OCc1nnc(-c2ccccc2)o1 | -4% | -10% | 2% | 2% | -2% | -5% | -1% | -20%[10 µM]
Cc1c(Cl)cccc1-n1c(SCC(=O)N2CCC(C(=O)O)CC2)nnc1-c1ccncc1 | 5% | -5% | 5% | 7% | -6% | 1% | 8% | 1%[10 µM]
Cc1ccc(OCC(=O)N2CCC(N3CCCCCC3)CC2)cc1 | 3% | -8% | -2% | -12% | -8% | -3% | -7% | 28%[10 µM]
COc1ccc(-c2c[n+](CC(=O)c3ccccc3)c3n2CCCCC3)cc1 | 5% | 2% | 3% | 4% | -1% | . | -8% | 32%[10 µM]
O=C(c1cccc(-c2ccc(O)cc2)c1)N1CCOCC1 | -3% | -1% | -7% | 5% | -6% | -9% | -14% | 15%
Cc1ccc(-c2nn(-c3ccccc3)cc2/C=N/NC(=O)CSc2nnc(C)n2-c2ccccc2)cc1 | 0% | -5% | -27% | 12% | ? | -6% | 6% | -39%[inhibitor]

Five entries drawn at random from the list so far, as already listed:
SMILES | Tau fibril FP | GAA glycogen mod | Tau fluor cs | GLA spleen mod | Tau ThT inhib | GAA inh | GAA spleen mod | HTT cytoprotect
COCc1[nH][nH]c(=O)c1C=Nc1ccc(C(F)(F)F)cc1 | 2% | 3% | 5% | -5% | 1% | -1% | . | -34%
Cc1ccc(-c2nn(-c3ccccc3)cc2/C=N/NC(=O)CSc2nnc(C)n2-c2ccccc2)cc1 | 0% | -5% | -27% | 12% | ? | -6% | 6% | -39%[inhibitor]
CC(C)n1c(O)c(/C=C2\C=Nc3ccccc32)sc1=Nc1ccccc1 | -6% | 4% | ? | 2% | -6% | -6% | 6% | 0%
Cc1c(Cl)cccc1-n1c(SCC(=O)N2CCC(C(=O)O)CC2)nnc1-c1ccncc1 | 5% | -5% | 5% | 7% | -6% | 1% | 8% | 1%[10 µM]
O=C(c1cccc(-c2ccc(O)cc2)c1)N1CCOCC1 | -3% | -1% | -7% | 5% | -6% | -9% | -14% | 15%

Going on with the list.
SMILES | Tau fibril FP | GAA glycogen mod | Tau fluor cs | GLA spleen mod | Tau ThT inhib | GAA inh | GAA spleen mod | HTT cytoprotect
CCN(CC)S(=O)(=O)c1cccc(-c2nnc(SCC(=O)c3cc(C)n(C)c3C)o2)c1 | -13% | -9% | -30% | 10% | -18% | -11% | 7% | -9%
CCOc1ccc(N(CC(=O)NCc2cccc(OC)c2)S(=O)(=O)c2c(C)noc2C)cc1 | 5% | 1% | -15% | 3% | -6% | ? | -4% | -11%[10 µM]
Cn1c(-n2c(-c3ccco3)nc3ccccc3c2=O)nc2ccccc21 | 1% | 8% | -11% | 4% | -11% | -2% | 2% | -58%[inhibitor]
COCCCn1c(SCc2cc(=O)[nH]c3ccccc23)nnc1-c1ccco1 | 4% | -7% | 8% | 4% | -2% | -6% | 2% | 1%
C=CCn1c(O)c(N=NC(=S)Nc2cccc(C)c2)c2ccccc21 | 5% | -10% | -9% | 6% | -1% | -2% | 1% | .
CCOC(=O)/C(=N\Nc1ccccc1Cl)N1CCN(Cc2ccccc2)CC1 | 3% | ? | -10% | -4% | ? | -5% | -5% | 7%[10 µM]
COC(=O)CSc1nnc(-c2ccccc2O)n1-c1ccc(C)cc1 | 1% | -15% | 8% | 2% | 9% | -2% | 3% | 15%
O=C1CC(N2CCC(Cc3ccccc3)CC2)C(=O)N1CCc1ccccc1 (configuration not stated) | -12% | -13% | -13% | 2% | -15% | -12% | -20% | 8%[10 µM]
CC(=O)N(c1ccccc1)c1nnc(-c2cnc(C)cn2)s1 | 2% | -5% | 7% | 13% | 5% | 6% | 1% | -32%[10 µM]
C=CCn1c(SCC(=O)NC2CCS(=O)(=O)C2)nnc1-c1ccncc1 (configuration not stated) | 6% | 3% | 4% | -1% | -8% | -3% | 6% | -18%

Look-ups from the results shown:
COCCCn1c(SCc2cc(=O)[nH]c3ccccc23)nnc1-c1ccco1 in GAA inh reads -6%
CCN(CC)S(=O)(=O)c1cccc(-c2nnc(SCC(=O)c3cc(C)n(C)c3C)o2)c1 in Tau fibril FP reads -13%
CCOC(=O)/C(=N\Nc1ccccc1Cl)N1CCN(Cc2ccccc2)CC1 in Tau fluor cs reads -10%

More entries follow.
SMILES | Tau fibril FP | GAA glycogen mod | Tau fluor cs | GLA spleen mod | Tau ThT inhib | GAA inh | GAA spleen mod | HTT cytoprotect
Cc1c(CCC(=O)O)c(=O)n2c([nH]c3ccccc32)c1C#N | -3% | -6% | -8% | ? | -16% | ? | ? | -26%
COc1ccc(C(NC(=O)/C=C/c2ccco2)c2ccc(OC)cc2)cc1 | -12% | 12% | 0% | ? | -16% | 4% | -11% | -7%[10 µM]
O=C(O)CC/C(=N\NC(=O)CNC(=O)c1ccc(F)cc1)c1ccccc1 | -7% | -2% | -7% | 2% | -6% | 3% | 0% | -2%[10 µM]
O=C(c1ccc2nc(N3CCOCC3)sc2c1)N1CCCC1 | -1% | 5% | -1% | 3% | -10% | 5% | 0% | -12%
O=C(NCc1ccc(F)cc1)C(Cc1ccccc1)NS(=O)(=O)c1cccs1 (configuration not stated) | 1% | -14% | -12% | 0% | -1% | -3% | -3% | -2%[10 µM]
Cc1ccnc(NS(=O)(=O)c2ccccc2)n1 | 2% | 8% | 0% | 6% | -1% | -5% | -4% | 5%
COC(=O)c1ccc(C(NC(=O)OCc2ccccc2)/C(I)=C/[C@@H](C)C(=O)NCc2ccc(C)o2)cc1 (some centres not stated) | -3% | . | -7% | -1% | ? | . | 0% | 6%
O=C(NNC1=NS(=O)(=O)c2ccccc21)C1CC(=O)N(c2ccccc2)C1 (configuration not stated) | -1% | -2% | -5% | 5% | 2% | 5% | -5% | -26%
O=C(Nc1sc2c(c1C(=O)Nc1ccccc1Cl)CCCC2)c1ccccc1F | -11% | -4%[76.3 µM] | -17% | . | -6% | . | . | .
CN(C)S(=O)(=O)N1CCC(Oc2ccc(C(=O)NCc3cnn(C)c3)cc2)CC1 | 3% | 2% | -5% | 0% | -16% | -6% | 3% | -2%[10 µM]

Structures listed above marked active in Tau ThT inhib.
structure | Tau fibril FP | GAA glycogen mod | Tau ThT inhib | GAA inh | GAA spleen mod
CN(C)c1ccc(NC(=O)CSc2nc(N)c(C(=O)Nc3ccc(N(C)C)cc3)s2)cc1 | 13% | ? | 2.5µM* | -3% | 9%

Other structures follow.
SMILES | Tau fibril FP | GAA glycogen mod | Tau fluor cs | GLA spleen mod | Tau ThT inhib | GAA inh | GAA spleen mod | HTT cytoprotect
CCC(NC(=O)c1ccccc1Br)c1ccccc1 (configuration not stated) | -1% | -8% | 2% | 2% | -4% | . | 6% | 3%[10 µM]
Cc1ccc(OCC(=O)c2cc(C)n(Cc3cccs3)c2C)c([N+](=O)[O-])n1 | -2% | -10% | -20% | -8% | -12% | 6% | -12% | -27%[1.9 µM]
O=C(Cc1ccc(-n2c(=O)c3ccccc3n(Cc3ccccc3F)c2=O)cc1)NCC1CCCO1 (configuration not stated) | 0% | -1% | -4% | -14% | 1% | -1% | -13% | 1%[10 µM]
CN(C)S(=O)(=O)c1ccc(Cl)c(NC(=O)COC(=O)CNC(=O)c2ccco2)c1 | -1% | 3% | 6% | -6% | -1% | -6% | -6% | 2%
S=C(N/N=C1\C2CN3CCN(C2)CC1(c1ccccc1)C3)Nc1ccccc1 | 3% | -2% | 5% | 5% | 7% | -1% | 9% | 18%[10 µM]
